SF1 activator: activators of human nuclear receptor SF-1; Q13285; CHO-K1 Gal4-SF-1 LBD luciferase reporter; % increase over DMSO SF-1-specific signal; activation, % at 10 µM; actives 1.9% (n = 65,000); AID 522;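 active means activation above the mean activation of all tested compounds plus 3 SD, cut at about 50% in these data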
Target sequence (Q13285 whole entry, looked up, the tested form may be a part): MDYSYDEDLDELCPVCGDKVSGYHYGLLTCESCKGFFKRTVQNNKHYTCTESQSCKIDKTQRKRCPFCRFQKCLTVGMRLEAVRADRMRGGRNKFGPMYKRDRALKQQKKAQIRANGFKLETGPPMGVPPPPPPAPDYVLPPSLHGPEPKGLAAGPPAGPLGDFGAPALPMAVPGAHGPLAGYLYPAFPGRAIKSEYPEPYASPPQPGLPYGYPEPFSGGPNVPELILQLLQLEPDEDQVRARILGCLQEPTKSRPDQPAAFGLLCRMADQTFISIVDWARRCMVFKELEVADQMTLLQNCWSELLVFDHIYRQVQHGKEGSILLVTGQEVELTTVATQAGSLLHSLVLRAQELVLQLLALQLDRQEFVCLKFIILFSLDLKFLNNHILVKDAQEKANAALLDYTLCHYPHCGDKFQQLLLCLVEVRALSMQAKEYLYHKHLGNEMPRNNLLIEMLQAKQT
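Assay system – CHO-K1 cells with Gal4–hSF-1 LBD chimera plus Gal4-driven luciferase · Quantity – 4,000 cells per well · Times – compound added 1 h post-seeding, 20 h exposure at 37 °C, 5% CO2 · Measured by – luciferase light emission · Benchmarks – DMSO and mock-transfected background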
Hsp90 inh: displaces geldanamycin probe from tumor Hsp90; P07900; NCI-N417 lysate Hsp90, Cy3B-geldanamycin FP displacement; actives 0.35% (n = 64,000); inhibition, % at 30 µM;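 active means inhibition above 50%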;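 further: 0% = tracer plus lysate wells and 100% = tracer alone without lysate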
DUSP1 inh: inhibitors of human MKP-1 phosphatase. actives 0.15% (n = 65,000). inhibition, %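 (compounds tested at a single concentration somewhere between 10 and 100 µM)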. recombinant MKP-1, OMFP hydrolysis fluorescence. P28562. AID 374;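 active means inhibition above about 50%, limit read from the data; inconclusive means inhibition over screen mean plus 3 SD, below that limit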;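 further: 0% = DMSO max control wells and 100% = wells with enzyme stopped by NaOH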
TNAP act mid DEA: activators of human TNAP at intermediate phosphate acceptor. purified TNAP, CDP-star luminescence, 100 mM DEA, 30 min; stronger effect = higher value; scale: 0 levamisole-inhibited, 1 vehicle-only enzyme. activation factor at 20 µM. 64,000 tested, under 10 active. AID 813;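 active means activation factor of at least 2 at 20 µM, relative to controls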
Target sequence (P05186 whole entry, looked up): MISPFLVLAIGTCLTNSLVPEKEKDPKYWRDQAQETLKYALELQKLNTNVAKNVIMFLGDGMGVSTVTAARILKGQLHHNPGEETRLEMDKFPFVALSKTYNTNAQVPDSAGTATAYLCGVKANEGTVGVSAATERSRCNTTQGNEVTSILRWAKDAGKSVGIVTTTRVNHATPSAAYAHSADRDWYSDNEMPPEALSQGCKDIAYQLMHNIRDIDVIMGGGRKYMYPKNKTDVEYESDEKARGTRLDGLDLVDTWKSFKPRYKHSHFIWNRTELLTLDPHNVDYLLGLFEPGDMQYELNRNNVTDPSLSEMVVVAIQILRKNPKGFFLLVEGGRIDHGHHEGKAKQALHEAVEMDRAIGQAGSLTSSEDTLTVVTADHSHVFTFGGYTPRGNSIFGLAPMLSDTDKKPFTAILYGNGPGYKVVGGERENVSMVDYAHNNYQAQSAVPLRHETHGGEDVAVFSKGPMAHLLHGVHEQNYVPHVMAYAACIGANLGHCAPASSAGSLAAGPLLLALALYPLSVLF
Her2 expr inh: inhibitors of human Her2 kinase expression; P04626; SKBR-3 HER2 protein level, AlphaScreen, 18-24 h; stronger effect = lower value; HER2 level % of control, % at 10 µM; actives 0.69% (n = 65,000); AID 645;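 active means HER2 level under 5% of the carrier-only control; inconclusive means no clear call, values can overlap the other calls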;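 further: 100% = DMSO carrier and 0% = 500 nM PU-H71 HSP90 inhibitor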
D1 allo mod: allosterically modulates the human D1 dopamine receptor. HEK293 D1, CRE-luciferase, dopamine EC30 potentiation; actives deviate in either direction. B-score at 10 µM. P21728. actives 5.9% (n = 58,000);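 active means luminescence count or its row- and column-corrected plate score outside the 99.7% band of the plate's sample wells, on either side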
Cdc25B block: inhibitors of human Cdc25B phosphatase; P30305; recombinant Cdc25B, OMFP fluorescence Ex485/Em525; inhibition, %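 (compounds tested at 10 µM final in the well)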; actives 0.1% (n = 65,000); in the data active means inhibition above about 50%
FXIIa inh mix: blocks human factor XIIa in pooled compound mixtures | P00748 | purified FXIIa, fluorogenic substrate | inhibition, % at 5 µM | actives 0.2% (n = 62,000) | AID 684; in the data active means inhibition above about 20%, passing the limit was not always enough;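 further: 0% = enzyme without compound and 100% = no enzyme blank; some results filed as inactive read as strong as hits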
RORA act: activates the human nuclear receptor RORA | P35398 | CHO-K1 Gal4-RORA LBD luciferase reporter, luminescence; percent increase over mock-subtracted basal signal | activation, % at 10 µM | actives 1.5% (n = 65,000);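 active means activation above the mean of all tested compounds plus 3 SD, cut at about 49% in these data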;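 further: 0% = DMSO-treated RORA cells and 100% = added signal equal to DMSO minus mock-transfected cells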
* hit, by the source's call; u = inconclusive; x = no result given.

nr	Compound	SF1 activator	Hsp90 inh	DUSP1 inh	TNAP act mid DEA	Her2 expr inh	D1 allo mod	Cdc25B block	FXIIa inh mix	RORA act
1	CC(=O)Nc1cc(C(N)=O)c(Cl)cc1Cl	-13	-1	-1	0.9	75	0.013	-8	-14	-15
2	COCCn1c(SCC(=O)c2ccc3c(c2)OCCO3)nnc1C(C)C	-6	-2	-31	0.9	94	x	-4	6	13
3	COc1cccc(-n2cc(C(=O)O)c3ccccc3c2=O)c1	8	0	18	1	109	-0.18	-7	12	0
4	O=C(c1cccs1)N1CCN(S(=O)(=O)Cc2ccccc2)CC1	11	0	-1	0.9	91	-0.045	-4	9	8
5	Cc1nc2sc(C(c3ccc(Cl)cc3)N3CC(C)OC(C)C3)c(O)n2n1 (configuration not stated)	18	2	4	0.9	91	-0.15	5	-20	-10
6	C=C(C)COc1ccc(-c2[nH]ncc2Oc2ccccc2OC)c(O)c1	0	0	4	1.2	23	0.23	-3	1	-8
7	CCCCn1c(=O)n(Cc2cccc(F)c2)c(=O)c2c1ncn2Cc1ccco1	2	-4	24	1	119	2.9	-2	1	-4
8	CCCCn1c(SCC(=O)N2CCCCC2)nc2cc(S(N)(=O)=O)ccc21	-9	-1	24	0.9	89	-0.81	-9	-1	-6
9	O=C(Nc1cnn(Cc2ccc(Cl)c(Cl)c2)c1)c1nc2ncccn2n1	2	1	20	0.8	83	0.38	-5	1	10
10	CC1=C(C(=O)OC2CCCCC2)C(c2ccco2)C2=C(CC(C)(C)CC2=O)N1 (configuration not stated)	-1	-3	16	0.9	88	-2	-2	13	14
11	O=C(Nc1ccc2c(c1)OCCO2)NC1CCCCC1	35	-3	4	0.9	105	-3.1*	-1	-14	12
12	CC(=O)Nc1cccc(N2C(=O)CC(Cc3ccccc3)C2=O)c1 (configuration not stated)	-1	-3	6	0.9	89	-0.36	-4	6	5
13	CN1CC(=O)N(CCOc2ccccc2)C1=O	-14	-5	11	0.9	147	0.017	-2	0	-6
14	C#CCSc1nc(-c2cccs2)ccc1C#N	12	-3	0	0.9	90	x	3	-20	-1
15	COc1ccc(S(=O)(=O)N2CC(O)CC2C(=O)OCC(=O)Nc2ccc(Cl)cn2)cc1 (configuration not stated)	14	-1	26	1	105	-0.69	-10	8	-13
16	COc1ccc(C(=O)N(CCCO)C(C)C(=O)NC2CCCCC2)cc1OC (configuration not stated)	3	-1	-14	0.9	86	x	6	5	-5
17	COc1cc(C2C(C#N)=C(C)NC3=C2C(=O)CC(C)(C)C3)cc(OC)c1O (configuration not stated)	-24	4	27	0.9	89	x	-2	1	-10
18	Cc1cc(C(=O)N2CCN(c3ccccc3)CC2)no1	-9	-1	2	1	96	0.16	-18	2	-6
19	CCC(C)(C)n1nnnc1C(c1ccc(C)cc1)N1CCCC1 (configuration not stated)	-10	-2	0	0.9	91	-0.39	-3	3	-7
20	c1ccc2c(c1)oc1c(NCCN3CCOCC3)ncnc12	-7	-6	-5	1	107	0.21	-7	7	-1
21	Cc1ccc2cc(CN(CCCN(C)C)C(=O)NCc3ccccc3)c(=O)[nH]c2c1C	-2	2	27	0.9	103	-3.6	-8	1	-9
22	O=C(O)C1C2C=CC(C2)C1C(=O)Nc1ccc(C(=O)N2CCCCC2)cc1 (configuration not stated)	-9	-5	23	0.9	118	0.17	-8	14	18
23	N#Cc1c(/N=C/c2ccco2)oc(-c2ccccc2)c1-c1ccccc1	0	-5	-10	0.9	99	0.75	-4	-2	-7
24	Cc1ccc2c(c1)CCCN2C(=O)c1c(C)noc1C	9	-15	10	1	122	-0.11	-7	1	0
25	COc1ccc(CSc2nc(N3CCOCC3)c3c(c2C#N)CC(C)(C)OC3)cc1	3	-1	-14	0.9	100	2.9	-8	2	10
26	O=C(C(Cc1ccccc1)n1cccc1)N1CCN(c2ncccn2)CC1 (configuration not stated)	-12	-2	6	0.9	68	0.63	-4	1	-18
27	Cc1ccc2oc(=O)c3cnn(CC(=O)N4CCCc5ccccc54)c3c2c1	8	-2	3	0.9	71	1.6	10	4	-9
28	CCCC(=O)NCCCc1nc2ccccc2n1CCC	-5	x	-7	0.8	75	x	-4	5	-16
29	S=c1[nH]nc(CSc2nc3ccccc3s2)o1	4	-1	15	0.9	104	-0.58	2	-2	0
30	O=C(NCc1ccco1)C(c1cccs1)N(C(=O)Cc1cccs1)c1ccccc1 (configuration not stated)	8	-2	3	0.9	79	0.78	-7	9	9
31	CC(=O)Nc1nc2ccccc2n1CCOc1ccccc1	-23	-1	-2	1	93	-0.33	-14	3	-7
32	Cc1cccc(-c2cc3nc4c(c(N5CCC6(CC5)OCCO6)n3n2)CCCC4)c1	-9	0	9	0.9	65	0.88	-21	6	10
33	CCN(CC)CCCNC(=O)C1c2ccccc2C(=O)N1Cc1ccc(C)cc1 (configuration not stated)	1	0	26	0.9	111	-0.53	-1	-19	-32
34	Cc1nc2ccccn2c1P(=O)(N1CCCCC1)N1CCCCC1	-14	0	-9	0.9	94	-0.55	-1	20*	-12
35	COc1ccc(OC)c(C2C(C(=O)O)c3ccccc3C(=O)N2C)c1 (configuration not stated)	-4	-2	9	0.9	92	0.0066	-23	2	-14
36	c1ccc2c(c1)nnn2Cc1nnc2sc(-c3ccncc3)nn12	4	-16	2	1	73	0.17	-3	-15	-25
37	CC1CCCCN1S(=O)(=O)c1ccc(NC(=O)CSc2nnnn2C)cc1 (configuration not stated)	2	1	3	1	95	0.073	-9	7	-3
38	O=C(NCCN1CCNCC1)c1ccccn1	-7	0	2	0.9	90	0.37	-15	1	-11
39	COC(=O)c1ccc(C)c(NC(=O)CN(c2ccc3c(c2)OCO3)S(C)(=O)=O)c1	4	3	2	0.9	86	0.62	1	-5	-4
40	COc1cccc(Cn2c(-c3nonc3N)nc3ccccc32)c1	62*	-1	6	0.9	93	-0.065	15	-14	13
41	Cc1ccc(C)c(NC(=O)CSc2nnc(-c3ccccc3)n2N)c1	0	x	12	0.8	90	-0.1	-1	7	7
42	C1CCC2=NCCCN2CC1	-19	1	-15	0.9	80	-0.93	4	1	-1
43	Cc1noc(C)c1C(=O)Nc1c(F)cc(F)cc1Br	-9	-13	0	1	80	-0.4	-12	7	2
44	CCS(=O)(=O)N1CCCC(C(=O)NC2CCC(C)CC2)C1 (configuration not stated)	18	-1	9	1	110	-0.62	12	6	17
45	CCOC(=O)Nc1ccc2c(c1)N(C(=O)CCN1CCN3CCCC3C1)c1ccccc1CC2 (configuration not stated)	-3	-7	-1	0.9	93	x	-2	-1	9
46	C=CCc1ccccc1OCC(O)CN1CCN(c2ccccc2OC)CC1 (configuration not stated)	-23	x	-8	0.9	146	-6.1*	-21	3	-36
47	Cc1ccc(C)c(Cn2c(=O)n(CCC(=O)NCc3ccco3)c(=O)c3sccc32)c1	-7	-2	2	0.9	86	0.04	-7	13	-5
48	COc1ccc(Cn2c(=O)sc3ccccc32)cc1OC	-5	1	6	0.9	93	x	-11	5	-19
49	Cc1cccc(-c2nsc(SCC(=O)N3CCCC3)n2)c1	23	-4	10	0.9	68	0.72	-10	-18	42
50	O=C(NCC1CCCO1)c1cc2n(n1)C(C(F)(F)F)CC(c1ccc(Br)cc1)N2 (configuration not stated)	1	-3	-13	0.9	101	-0.039	3	1	22
51	CC(=O)Nc1ccc(C(=O)OCC(=O)NC(=O)NC2CCCCC2)cc1	-8	-1	31	0.9	104	-0.76	-8	-1	-7
52	COC(=O)C1CCN(c2nc3ccccc3nc2C(C#N)C(=O)NCCc2ccccc2)CC1 (configuration not stated)	14	-2	-17	0.8	37	x	-10	x	-15
53	CCCn1c(SCC(=O)Nc2ccccc2-c2ccccc2)nnc1-c1ccoc1C	-5	-3	-1	1	110	-0.5	-23	0	-13
54	Fc1ccc(-c2cc(C(F)(F)F)nc(N3CCCCC3)n2)cc1	16	x	7	0.7	106	x	-15	21*	8
55	Cc1cccn2c(=O)c3cc(C(=O)N4CCc5ccccc54)n(C)c3nc12	4	-1	11	1.1	80	0.2	5	15	-17
56	CCC1C(C#N)=C(N)OC2=C1C(=O)CC(C)(C)C2 (configuration not stated)	-16	-4	4	x	134	0.079	1	x	-10

Additional structures.
nr	Compound	SF1 activator	Hsp90 inh	DUSP1 inh	TNAP act mid DEA	Her2 expr inh	D1 allo mod	Cdc25B block	FXIIa inh mix	RORA act
57	CCOC(=O)CSc1nc(C)c(C(=O)OCC)s1	0	0	7	0.9	121	-0.23	-10	6	-4
58	CCOC(=O)C1CCN(C(=O)CCCN2C(=O)c3ccccc3C2=O)CC1	13	-2	22	1	93	-0.6	4	0	18
59	COc1ccccc1Nc1nc(N)nc(CN2CCN(c3ccccc3)CC2)n1	1	-3	8	0.9	83	-0.09	3	7	-4
60	COc1ccccc1CNC(=O)c1ccoc1C	-25	-1	3	1	105	-0.15	-5	-21	-16
61	c1coc(-c2nnc3n2C2(CCCC2)Cc2ccccc2-3)c1	4	-2	-10	0.9	102	-0.92	-9	8	-2
62	O=C(NCCN1CCOCC1)C1CCN(Cc2ccccc2O)CC1	-14	1	4	0.9	111	0.013	0	8	-8
63	CC1=C(C)CS(=O)N(S(=O)(=O)c2ccc(Cl)cc2)C1 (configuration not stated)	-34	2	2	1	84	-0.29	-5	9	-26
64	O=C(Cn1nc(-c2ccccc2)ccc1=O)NCCN1CCN(Cc2ccccc2)CC1	-6	2	-4	1	116	-5*	-14	3	0

Grouped by structure, the entries above with an NH in an aromatic ring.
nr	Compound	SF1 activator	Hsp90 inh	DUSP1 inh	TNAP act mid DEA	Her2 expr inh	D1 allo mod	Cdc25B block	FXIIa inh mix	RORA act
6	C=C(C)COc1ccc(-c2[nH]ncc2Oc2ccccc2OC)c(O)c1	0	0	4	1.2	23	0.23	-3	1	-8
21	Cc1ccc2cc(CN(CCCN(C)C)C(=O)NCc3ccccc3)c(=O)[nH]c2c1C	-2	2	27	0.9	103	-3.6	-8	1	-9
29	S=c1[nH]nc(CSc2nc3ccccc3s2)o1	4	-1	15	0.9	104	-0.58	2	-2	0

Further entries follow:
nr	Compound	SF1 activator	Hsp90 inh	DUSP1 inh	TNAP act mid DEA	Her2 expr inh	D1 allo mod	Cdc25B block	FXIIa inh mix	RORA act
65	Cc1c(C(=O)NCc2ccc3c(c2)OCO3)sc2nc(-c3ccc(F)cc3)cn12	1	2	13	0.9	52	-1.6	-11	10	5
66	Cc1n[nH]c(=O)nc1NCc1ccc(Cl)cc1	-6	2	-7	0.8	77	-0.27	2	7	-15
67	COc1ccc2oc(=O)c(C(=O)O)cc2c1	-12	-1	-3	0.9	90	-0.03	0	7	11
68	CS(=O)(=O)N1CCN(c2ccccc2NC(=O)c2cccnc2)CC1	8	0	8	0.9	98	-0.69	-14	3	-12
69	Cn1c(-c2ccc(CN3CCCCC3)o2)nc2ccccc21	35	-4	-2	0.9	105	-0.47	3	-3	28
70	Cc1oc(-c2ccc(Cl)cc2)cc1-c1nn2c(-c3ccoc3C)nnc2s1	8	-22	u	0.8	93	-0.17	15	8	2
71	CCN(CC)C(C(=O)Nc1ccc2c(c1)OCO2)c1ccccc1 (configuration not stated)	7	-1	-5	1	57	-0.79	14	7	4
72	CCCCCn1c(N2CCC(Cc3ccccc3)CC2)nc2c1c(=O)[nH]c(=O)n2C	-26	-1	39	1.1	47	-0.89	-20	4	22
73	O=C(CSc1nnnn1Cc1ccccc1)Nc1ccc2c(c1)OCO2	-24	5	-9	1	87	0.69	0	-4	-16
74	CCCC(=O)NC1=C(C#N)C2(CCCC2)Cc2ccccc21	20	0	-3	0.9	89	-0.74	-8	4	11
75	CCCn1cc(NC(=O)C2CC(c3cccc(Br)c3)=NO2)cn1 (configuration not stated)	-13	3	-2	0.9	115	0.68	-9	2	-5
76	Cn1nc(C(=O)NC2CCCCCC2)ccc1=O	12	-2	1	0.9	94	0.031	-7	1	-11
